Source: PubChem (several laboratories)
DAGLB inhibitor: blocks human DAGLB lipase activity | Q8NCG7 | HEK293T DAGLB membrane lysate, EnzChek fluorogenic substrate | inhibition, % at 5.17 µM | 340,000 compounds, 0.059% hits | AID 504411; in the data active = inhibition above about 34%;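 note: 0% = enzyme with vehicle and 100% = wells lacking enzyme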
Target sequence (Q8NCG7 whole entry, looked up): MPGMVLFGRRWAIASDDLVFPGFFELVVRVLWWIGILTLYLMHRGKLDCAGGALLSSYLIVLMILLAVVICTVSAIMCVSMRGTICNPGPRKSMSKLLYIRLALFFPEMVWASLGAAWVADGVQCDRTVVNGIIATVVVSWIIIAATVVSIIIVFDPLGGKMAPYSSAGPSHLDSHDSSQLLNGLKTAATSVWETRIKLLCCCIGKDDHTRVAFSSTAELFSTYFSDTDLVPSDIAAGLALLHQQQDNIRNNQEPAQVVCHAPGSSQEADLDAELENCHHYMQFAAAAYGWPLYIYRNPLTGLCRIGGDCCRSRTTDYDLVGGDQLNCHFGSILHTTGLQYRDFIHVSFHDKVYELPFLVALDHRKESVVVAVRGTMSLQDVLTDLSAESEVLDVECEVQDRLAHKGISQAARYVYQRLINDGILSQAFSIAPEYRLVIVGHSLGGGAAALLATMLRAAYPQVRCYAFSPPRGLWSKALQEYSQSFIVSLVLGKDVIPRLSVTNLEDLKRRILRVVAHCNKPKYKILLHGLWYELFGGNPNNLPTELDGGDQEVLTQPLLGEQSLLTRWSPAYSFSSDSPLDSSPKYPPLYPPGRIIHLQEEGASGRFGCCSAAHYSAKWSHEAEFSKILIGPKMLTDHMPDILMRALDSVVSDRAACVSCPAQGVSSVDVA
PvdQ inh: blocks Pseudomonas aeruginosa PvdQ acylase activity | purified PvdQ acylase, fluorescence plate reader | inhibition, % at 10 µM | 340,000 compounds, 0.063% hits | AID 488965; in the data active = inhibition above about 30%, passing the limit was not always enough; inconclusive = no clear call, values can overlap the other calls;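 note: 0% = vehicle neutral wells and 100% = reference inhibitor wells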
Rtt109 Vps75: C. albicans Rtt109 histone acetyltransferase inhibition; AID 540336; 330,000 compounds, 0.16% hits; inhibition, % at 34.9 µM; purified Rtt109/Vps75, ThioGlo CoA-SH fluorescence, 4 h; Q5AAJ8;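 active = inhibition of at least 50% in every replicate; inconclusive = best replicate reaches 50% inhibition but some replicates fall short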
Target sequence (Q5AAJ8 whole entry, looked up): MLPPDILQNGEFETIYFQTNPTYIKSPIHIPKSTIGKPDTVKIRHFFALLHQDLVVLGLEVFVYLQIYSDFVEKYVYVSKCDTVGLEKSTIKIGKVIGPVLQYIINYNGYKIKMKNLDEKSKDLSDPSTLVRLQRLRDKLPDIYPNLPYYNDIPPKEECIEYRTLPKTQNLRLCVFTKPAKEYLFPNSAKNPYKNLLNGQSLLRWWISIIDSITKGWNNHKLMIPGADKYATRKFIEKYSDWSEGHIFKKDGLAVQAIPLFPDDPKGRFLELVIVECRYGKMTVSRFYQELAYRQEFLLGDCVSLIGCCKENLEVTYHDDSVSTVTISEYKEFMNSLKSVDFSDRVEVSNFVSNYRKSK
CAL PDZ inh: human CAL PDZ-peptide interaction inhibition; Q9HD26; purified CAL PDZ, TMR-peptide fluorescence polarization, 1 h; inhibition, % at 20 µM; 330,000 compounds, 0.02% hits;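 active = highest replicate inhibition of at least 40%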;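 note: plate controls were DMSO neutral control wells for no effect and unlabeled competitor peptide control wells for full effect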
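Material: tagged CAL PDZ protein CerCALP, purified; buffer or medium: sodium phosphate/NaCl buffer pH 7.4 with TCEP, IgG, Thesit; also added: fluorescent TMR peptide probe; schedule: 1 h incubation at room temperature before polarization reading; technique: fluorescence polarization from S- and P-plane intensities, G-factor corrected; control set: unlabelled peptide and DMSO controls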
Wnt bcat act: activators of Wnt/beta-catenin signaling | Wnt/beta-catenin reporter cell assay, activator, plate reader | activation, % at 9.35 µM | 300,000 compounds, 1.2% hits; in the data active = activation above about 30%, passing the limit was not always enough; inconclusive = no clear call, values can overlap the other calls;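 note: 0% = neutral control wells and 100% = positive control wells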
Tat transport: E. coli Tat transport inhibition; E. coli MC4100 TorA-mCherry Tat export, fluorescence; inhibition, % at 10 µM; 340,000 compounds, 0.036% hits; AID 488895;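 active = mean replicate inhibition at least 50% and at least half of replicates individually reaching 50%; inconclusive = only one of the two criteria met; inactive = neither criterion met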;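 note: exported cargo escapes ClpAP degradation while cytoplasmic cargo is degraded and loses fluorescence; 0% = median of neutral control wells and 100% = median of NaSCN control wells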
PfHsp90 set2: inhibits growth of yeast expressing Plasmodium falciparum Hsp90. S. cerevisiae expressing PfHsp90, BacTiter-Glo ATP, 48 h; yeast lacking PDR1 and PDR3 efflux regulators. inhibition, % at 9.4 µM. 310,000 compounds, 0.32% hits;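 active = every replicate shows inhibition above about 80%, whatever the replicate mean, limit read from the data; inconclusive = mean inhibition reaches the set limit but some replicate falls short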;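 note: 0% = DMSO neutral controls and 100% = 20 µM radicicol positive controls; yeast relying on Plasmodium falciparum Hsp90 in place of its own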
phage Ecoli inh: E. coli growth loss with phage present; growth absorbance; inhibition, % at 11.9 µM; 360,000 compounds, 0.26% hits; in the data active = inhibition above about 11%
E coli growth: bacterial growth inhibition, counter-screen for AddAB inhibitors | 330,000 compounds, 0.27% hits | inhibition, % at 11.9 µM | E. coli V3065 growth, OD600 absorbance, 18 h;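 active = inhibition above the campaign's mean inhibition across all tested compounds plus 3 SD, cut at about 9.9% in these data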;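 note: uninfected addAB+ strain grown without phage in ampicillin broth; 0% = DMSO wells and 100% = ciprofloxacin 0.95 µg/ml wells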
AddAB inh: less growth of phage-infected E. coli with AddAB; E. coli expressing H. pylori AddAB, absorbance growth; inhibition, % at 11.9 µM; 330,000 compounds, 0.29% hits; in the data active = inhibition above about 12%;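 note: 0% = vehicle wells of infected cells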
* = called active by the depositor; ? = inconclusive; nt = no result given.

SMILES	DAGLB inhibitor	PvdQ inh	Rtt109 Vps75	CAL PDZ inh	Wnt bcat act	Tat transport	PfHsp90 set2	phage Ecoli inh	E coli growth	AddAB inh
O=C(CNC(=O)OCc1ccccc1)Oc1ccc2ccc(=O)oc2c1	-1	10	4	-2.4	0	7	0	2.7	1.4	0.4
O=C(N/N=C\c1ccncc1)c1ccccc1O	0	9	5	-2.2	-7	-3	32	2.3	0.1	-0.1
O=C(O)c1ccn(CSc2cc(Cl)ccc2Cl)n1	3	-9	1	1.3	-1	4	-16	2.0	-0.7	0.9
COc1ccc2c(c1)CCN1C2CCN2C(=O)CCC21 (configuration not stated)	-4	-4	1	-3.2	-2	0	3	-0.9	1.0	1.6
COc1ccc(/C=N/NC(=O)Cn2cnc3ccccc3c2=O)cc1	3	-10	1	-3.4	3	-6	5	2.9	1.3	3.4
Cc1nc(NC(=O)c2ccc(Cl)cc2)nc2cc3c(cc12)OCO3	2	3	7	0.2	nt	-3	-2	0.4	1.0	3.5
COCCNc1ncnc2c1cnn2Cc1ccc(Cl)cc1	3	1	0	-0.5	nt	0	21	4.0	2.6	1.1
CCc1noc(C)c1C(=O)NCCc1c[nH]c2ccccc12	1	-7	-5	0.3	2	1	-5	-0.2	0.0	-1.2
O=c1[nH]c(C2CCN(S(=O)(=O)c3ccc4c(c3)OCCO4)CC2)nc2c1nnn2Cc1ccccc1F	3	-3	11	-5.5	-1	7	-3	1.1	0.1	3.7
CCOC(=O)/C=C/COc1ccccc1[N+](=O)[O-]	1	8	5	-1.5	?	1	-166	3.3	-3.0	-2.7
N#CC1=C(N)OC2=C(C(=O)CCC2)C12CCC1(CC2)OCCO1	-3	-8	-8	-0.4	-5	-1	-8	3.8	3.0	-0.2
CCCC(=O)Nc1c(-c2cccc(C)c2)c(=O)c2ccccc2n1C	-2	-12	0	-0.1	2	13	14	1.8	1.5	0.6
Cc1c(N=C2SCC(=O)N2/N=C/c2ccccc2)c(=O)n(-c2ccccc2)n1C	1	6	8	0.7	0	0	7	3.5	-0.8	4.2
CN(C)CCOC(C1CCCCC1)C1CCCCC1	0	-10	15	-0.7	-3	4	26	3.5	0.8	1.5
Cc1ccc(NC(=O)C2CCCN(c3ncnc4c3nc3n4CCCCC3)C2)cc1Cl (configuration not stated)	15	-2	11	-1.9	-4	10	-37	0.0	-1.1	1.5
CCOC(=O)C1CCCN(C(=O)c2cc3cc4ccc(OC)cc4nc3o2)C1 (configuration not stated)	-1	3	3	-2.1	nt	-1	-17	nt	-2.5	4.2
COc1ccc(C2=NNC(=Nc3cc(S(=O)(=O)N(C)C)ccc3C)SC2)c(OC)c1	-10	-14	13	-1.5	-19	6	6	2.1	-3.6	0.1
COC(=O)c1cc(OC)c(OC)cc1NC(=O)Nc1ccccc1OC	-3	7	4	0.3	nt	2	-36	1.9	1.7	2.3
Cc1cc(C)cc(N(CCC(=O)O)S(=O)(=O)c2ccc(Cl)cc2)c1	1	-10	-6	0.3	-2	-6	1	2.3	0.5	2.1
COc1ccc(/C=N/NC(=O)CCSc2nc3ccccc3s2)cc1	3	-10	nt	-3.5	-17	1	1	3.6	0.0	0.8
CCOC(=O)c1oc2ccccc2c1COC(=O)CNC(=O)c1ccco1	0	-14	3	-1.9	9	-5	nt	-1.2	-0.7	0.5
O=C(COC(=O)CCSc1ccccc1)NCc1ccccc1	-2	-3	-4	-0.6	0	0	7	5.1	3.1	2.8
O=C(Nc1cccn(Cc2ccccc2Cl)c1=O)NC1CCCCC1	-1	2	9	-1.3	3	4	3	3.5	2.8	5.9
COc1ccccc1/C=N/NC(=O)c1ccc(-c2ccccc2)cc1	-5	-11	2	0.6	0	-3	-7	1.7	-0.1	0.0
O=CN1CCCN(C(=O)CC2C(=O)NCCN2Cc2cccc(Oc3ccccc3)c2)CC1 (configuration not stated)	3	4	1	-2.0	0	-4	9	2.2	-3.1	0.3
Cc1ccc(S(=O)(=O)/N=C(\c2ccc(Cl)cc2)N2CCOCC2)cc1	0	-14	2	0.3	nt	-5	26	2.9	0.4	2.2
Cn1c(CSCc2ccc(Cl)cc2Cl)n[nH]c1=S	-3	-1	10	-16	-1	-3	7	4.2	2.5	-3.1
Cc1ccc(NS(=O)(=O)c2cccc(C(=O)NN3CCOCC3)c2)cc1	nt	nt	nt	nt	1	nt	nt	5.0	2.9	3.3
CCOc1ccc(N2C(=O)CC(Sc3nnnn3-c3ccccc3)C2=O)cc1 (configuration not stated)	-1	-15	5	-0.2	3	-5	5	3.6	nt	nt
COC(=O)c1sc2ccccc2c1-n1cccc1C(=O)C(=O)Nc1ccc(F)cc1	-7	-6	7	-0.4	-1	3	-38	2.1	-1.3	1.8
Cc1ccc[n+](-c2nc3ccccc3nc2[N-]S(=O)(=O)c2ccccc2)c1	-2	-21	-4	-0.9	2	-3	6	-0.1	1.5	2.0
O=C(c1cc(F)c(F)cc1Cl)N1CCCc2ccccc21	2	-5	-4	0.8	0	10	5	1.9	-2.7	4.4
CC(=O)c1c(C)[nH]c(C(=O)Nc2ccc(S(=O)(=O)N(C)C)cc2)c1C	0	10	-5	-2.8	28	-7	-13	3.9	2.2	4.9
CC(=O)c1cccc(NC(=O)N2CCCC(C(=O)c3cc(F)ccc3F)C2)c1 (configuration not stated)	0	-12	2	-1.3	-1	-2	-11	2.4	0.7	3.8
CCN1C/C(=N\S(=O)(=O)/N=C2\CN(CC)C(=O)N2CC)N(CC)C1=O	-5	-11	-3	-2.4	0	3	13	4.9	-1.7	-0.4
COc1ccc(NS(=O)(=O)c2ccc3oc(SC(C)C(N)=O)nc3c2)cc1 (configuration not stated)	0	-13	-4	-2.5	3	3	-8	-0.5	2.1	0.9
COC(=O)c1ccn(-c2nc(-c3ccco3)cc(C(F)(F)F)n2)n1	-5	-11	9	-0.5	-1	-3	nt	2.2	-1.8	0.5
COc1cccc(N=Nc2c(N)[nH]n3c(=O)cc(-c4ccccc4)nc23)c1	6	-7	2	-0.8	-1	-6	-4	-2.1	-2.7	-0.2
CCCCC(=O)Nc1nc(C)c(C(C)=O)s1	3	-10	13	-3.6	1	-15	11	2.2	0.5	1.9
CCOC(=O)c1c(-c2ccc(OC)cc2)nc2nonc2c1N	-3	-9	-1	-1.3	nt	0	nt	3.3	0.4	0.5
CC(C)(C)C(=O)Nc1nnc(SCC(=O)Nc2ccc3c(c2)OCO3)s1	-1	-10	0	-0.3	nt	3	-7	1.8	0.8	0.8
COc1ccc(-c2nc(SCC(=O)NC3CCCCC3)n[nH]2)cc1	0	-16	1	-4.0	-1	-5	-16	0.9	nt	nt
Cc1cc(C(=O)NCC(=O)OCC(=O)Nc2ccc(OC(F)F)cc2)ccc1[N+](=O)[O-]	-3	9	4	-0.9	0	20	-2	-0.4	-2.4	1.1
CN(C)CCCN(C(=O)c1cccs1)c1nc(-c2ccccc2)cs1	1	-7	-12	-1.8	nt	-10	-1	2.0	-0.2	-1.6
Cc1[nH]nc(-c2ccc(OCc3cnn(-c4ccccc4)c3)c(C)c2O)c1Oc1ccccc1	-21	2	-4	-0.1	nt	1	-59	-0.6	-0.9	4.8
Cc1ccc(NC(=O)COn2nnc3ccc(S(=O)(=O)N(C)C)cc32)cc1F	-1	0	-5	-2.0	-4	1	23	3.6	-0.6	1.6
Cc1c(/C(O)=C2\C(=O)C(=O)N(CCN(C)C)C2c2cccnc2)cnn1-c1ccccc1 (configuration not stated)	-2	-6	-9	-2.1	-2	-1	-5	0.6	-1.1	3.1
C#CCSc1nc2sc3c(c2c(=O)n1C)CCC3	-4	4	10	0.4	15	-9	4	-1.1	-0.2	-0.1
CCCc1n(CC(O)COCc2ccccc2)c2ccccc2[n+]1C (configuration not stated)	-1	-5	-11	-0.3	-1	-1	-4	3.9	-1.6	3.0
O=C(CSc1nc(-c2ccccc2)cc(C(F)(F)F)n1)NCc1ccco1	-5	-10	-3	-1.1	nt	-8	18	0.5	-1.6	3.1

Overlap with the part before: 2 entries, then new ones.
SMILES	DAGLB inhibitor	PvdQ inh	Rtt109 Vps75	CAL PDZ inh	Wnt bcat act	Tat transport	PfHsp90 set2	phage Ecoli inh	E coli growth	AddAB inh
CCCc1n(CC(O)COCc2ccccc2)c2ccccc2[n+]1C (configuration not stated)	-1	-5	-11	-0.3	-1	-1	-4	3.9	-1.6	3.0
O=C(CSc1nc(-c2ccccc2)cc(C(F)(F)F)n1)NCc1ccco1	-5	-10	-3	-1.1	nt	-8	18	0.5	-1.6	3.1
CC1(C)N=C(SCC(=O)Nc2ccc(Cl)cc2Cl)C(c2ccccc2)=N1	-5	-12	-3	-0.6	nt	2	99*	0.2	1.1	0.0
CCC(=O)N(Cc1cc2ccccc2[nH]c1=O)c1ccccc1OC	1	-8	1	-2.4	-1	-1	-58	2.0	-2.2	0.2
Cc1cc(Nc2ccccc2)nc2cc(O)ccc12	1	12	20	-0.2	11	3	-11	0.1	-1.0	-2.3
CC(C)c1ccc2[nH]c3nc(SCC(=O)NC4CC4)nnc3c2c1	2	-7	-17	-2.6	0	-7	-8	5.8	-2.1	4.1
O=C(NC1=NCCS1)c1ccccc1Cl	1	5	-1	0.2	1	-7	0	1.6	0.4	2.0
CC12CCC(=O)N1C(C(=O)NCCN1C(=O)S/C(=C\c3ccccc3Cl)C1=O)CS2 (configuration not stated)	0	4	-6	-0.7	-2	0	nt	-0.1	-0.3	-1.0
CC1CCN(CCn2c(=S)[nH]c3ccccc3c2=O)CC1	-1	-8	-3	0.8	-1	2	12	2.1	0.8	1.1
c1ccc(-c2nnc(N3CCN(c4ccccc4)CC3)nc2-c2ccccc2)cc1	nt	nt	nt	nt	-4	nt	nt	1.9	-0.2	2.5
Cc1ccccc1NC(=O)CC1SC(=O)N(c2ccccc2)C1=O (configuration not stated)	20	-9	-11	-1.1	nt	-8	4	1.6	-2.1	0.4
Cc1c(C(=O)Nc2cc(S(=O)(=O)N3CCOCC3)ccc2N2CCN(C)CC2)oc2ccccc12	-3	-5	1	-1.4	-2	-9	-11	-0.1	-1.3	0.1
Cc1nnc(SCC(=O)N(C)C2CCCCC2)s1	0	-17	-14	-1.8	3	3	-21	1.5	0.4	1.8
O=S1(=O)C[C@@H](O)[C@@H](Nc2ccc(Cl)cc2)C1	2	-16	4	-1.0	-1	2	3	3.0	0.9	3.9
N#Cc1c(-c2ccccc2)cc(C2CC2)nc1SCC(=O)O	-1	-5	2	-0.8	nt	-6	-19	2.0	0.3	5.7
CCCn1c(=O)c(Cc2ccccc2)c(O)c2ccccc21	0	-11	-3	nt	-1	4	9	0.6	-1.6	2.8
CCCOc1ccc(C(=O)NC2CCSc3ccccc32)cc1 (configuration not stated)	-5	-16	-3	-1.1	0	-8	19	4.2	-0.1	-1.8
COCCCNC(=O)CN(CCc1ccccc1)S(=O)(=O)c1ccc(C)cc1	-3	-8	-1	-1.7	-6	-3	-1	3.4	0.2	3.5
CCOc1ccc(C(=O)Nc2ccc(Cc3ccncc3)cc2)cc1Br	-4	-2	-11	-3.1	0	13	0	4.3	1.5	2.9
Cn1c(=O)c2c(SCc3c(F)cccc3Cl)nc(CC(C)(C)C)nc2n(C)c1=O	-4	-3	5	0.1	-1	-4	3	3.6	4.7	-3.4
